Screens deposited in PubChem BioAssay by National Center for Advancing Translational Sciences (NCATS).
Cycloheximide cs = counter-screen hit for Shiga toxin inhibitors, cycloheximide | 12% of 300,000 active | cell reporter, cycloheximide protein synthesis inhibition counterscreen | max response, % | AID 2314; in the data active = max response mostly above about 13%, no sharp cut-off; inactive = mostly below about 14%; also: read at 38.3 µM for the half of the compounds with a filed dose; 0% is about no effect
Shiga toxin inh = inhibitors of Shiga toxin in Vero cells. AID 2315. Vero cells, Shiga toxin protein synthesis inhibition reporter. 9.2% of 290,000 active. inhibition, % at 38.7 µM; in the data active = inhibition mostly above about 28%, no sharp cut-off; inactive = mostly below about 43%; also: 0% is about no effect
Pf growth 96h = P. falciparum growth inhibition at 96 hour, primary screen for plastid delayed-death inhibitors | P. falciparum luciferase reporter growth, 96 h | Potency, µM (series often up to 28.7 µM), for the others: top-dose activity change, negative = inhibition, most hits filed as inhibitors | 6.9% of 320,000 active; also: potency is read from the fitted curve at half-maximal effect; % is scaled to controls: 0 for no effect and ±100 for the full control effect
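P. falciparum expressing integrated firefly luciferase grown in erythrocytes (2% hematocrit, 0.05% parasitemia final) with compounds for 96 hours at 37 C, 5% CO2. Growth inhibition read as loss of luminescence after adding luciferase detection reagent.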
LmPK inhibitor = blocks Leishmania mexicana pyruvate kinase activity; Q27686; AID 1721; Potency, µM (doses to about 57.5 µM), without a hit: top-dose activity change, negative = inhibition, usual class: inhibitors; 0.37% of 290,000 active; purified LmPK, Kinase-Glo ATP luminescence, 1 h; also: potency is read from the fitted curve at half-maximal effect; % is scaled to controls: 0 for no effect and ±100 for the full control effect
Target sequence (Q27686 whole entry, looked up): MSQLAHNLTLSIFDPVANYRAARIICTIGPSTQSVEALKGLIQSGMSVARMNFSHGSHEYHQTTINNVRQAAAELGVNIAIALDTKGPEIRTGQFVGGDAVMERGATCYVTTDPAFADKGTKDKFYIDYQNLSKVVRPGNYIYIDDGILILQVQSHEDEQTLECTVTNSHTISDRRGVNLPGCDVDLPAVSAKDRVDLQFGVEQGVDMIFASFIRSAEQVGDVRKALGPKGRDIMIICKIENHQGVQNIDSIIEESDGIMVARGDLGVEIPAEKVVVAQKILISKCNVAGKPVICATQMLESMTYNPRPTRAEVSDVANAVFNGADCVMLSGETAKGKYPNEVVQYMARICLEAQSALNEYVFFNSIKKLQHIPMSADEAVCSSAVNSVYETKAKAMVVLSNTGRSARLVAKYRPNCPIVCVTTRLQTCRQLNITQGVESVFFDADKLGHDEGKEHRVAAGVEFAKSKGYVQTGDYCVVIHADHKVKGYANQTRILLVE
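0.1 nM LmPK, 0.5 mM PEP, 0.1 mM ADP; 50 mM imidazole pH 7.2, 7 mM MgCl2, 50 mM KCl; 1 h RT. Kinase-Glo luminescence readout, normalized to no-enzyme (full inhibition) and uninhibited wells.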
HCV inhibitor = HCV inhibition; Huh7.5.1 HCVcc-Cre infection, luciferase reporter, 44 h; Potency, µM (doses to about 41.8 µM), inactives show at the highest dose activity change, negative = inhibition, most hits filed as inhibitors; 3.4% of 340,000 active; AID 651820; also: potency is read from the fitted curve at half-maximal effect; % is scaled to controls: 0 for no effect and ±100 for the full control effect
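After 44 h co-culture of compound, cells and HCVcc-Cre (~0.5 moi), substrate is added for 15 min at room temperature and luciferase measured over 15 sec. Cells were seeded at 1,000/well and pre-cultured 4 h.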
Pf growth 48h = P. falciparum growth inhibition at 48 hours (one generation); 5.9% of 310,000 active; Potency, µM (highest dose often 28.7 µM), inactives show at the top dose activity change, negative = inhibition, most hits filed as inhibitors; P. falciparum luciferase growth in erythrocytes, 48 h; also: potency is read from the fitted curve at half-maximal effect; % is scaled to controls: 0 for no effect and ±100 for the full control effect
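First compound was added to culture medium, then infected red cells at 0.1% parasitemia and 2% hematocrit (final). After incubation at 37 C under 5% CO2, luciferase detection reagent was dispensed and light output recorded.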
TbPYK inhibitor = T. brucei pyruvate kinase inhibition; Q57TT1; TbPYK enzyme, Kinase-Glo Plus ATP luminescence, 45 min; Potency, µM (top dose mostly 76.8 µM), inactives show top-dose activity, negative = inhibition, most hits filed as inhibitors; 0.12% of 410,000 active; also: potency is read from the fitted curve at half-maximal effect; % is scaled to controls: 0 for no effect and ±100 for the full control effect; nearly all actives have a fitted effect of over 50% in size
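T. brucei PYK with substrate was exposed to pin-transferred compounds across a concentration series, then started with 130 uM ADP (final). After 45 min at room temperature, Kinase-Glo Plus luminescence was read, normalized and curve-fitted.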
The depositor's hits bear a star; ? = inconclusive; . = not tested or not shown; & = joins results of further samples; [ ] = dose if it differs, or a comment. Unless noted, calls follow the shape of the dose curve; as a rule, active = well fitted curve in the direction sought with a large enough effect; inconclusive = small, poorly fitted or top-dose-only effect, or another doubt; inactive = no such curve, though single readings can be large; an effect the other way counts as inactive or inconclusive.

SMILES	Cycloheximide cs	Shiga toxin inh	Pf growth 96h	LmPK inhibitor	HCV inhibitor	Pf growth 48h	TbPYK inhibitor
Cc1ccc(NC(=O)CCNS(=O)(=O)c2cccc3nonc23)cc1	-2	-6	-15%	-6%	0%	-18%	-2%
CCc1ccc(NC(=O)N(Cc2c[nH]c3ccccc23)C2CCCCCC2)cc1	20	21	.	.	.	.	-5%
COc1ccc(CC(=O)NNC(=O)[C@@H]2CCCC[C@@H]2C(=O)O)cc1	5	-11	12%	-4%	-1%	114%[activator]	4%
COc1ccc(C(C)=O)cc1CSc1nc2ccccc2o1	-1	-8	-14%	4%	?	-26%	-3%
CN(C[C@H](Cc1ccccc1)N(C[C@H](c1ccccc1)N(CCc1ccccc1)N=O)N=O)N=O	-1	1	13µM*	7%	-4%	?	-3%
COc1cc(/C=C/C(=O)OCC(=O)Nc2ccccc2Cl)cc(OC)c1OC	-4	-16	3%	9%	-1%	18%	-4%
CC(Oc1ccc(Cl)cc1Cl)c1nc(-c2ccc(NC(=O)c3ccccn3)cc2)no1 (configuration not stated)	28*	71*	-25%	-20%	?	145%[activator]	3%
COCCCN1C(=O)c2ccc(C(=O)NCCc3ccccc3)cc2C1=O	45*	95*	41%[activator]	-7%	17%	37%[activator]	-1%
Cc1ccc(O)c(/C=N/NC(=O)Cc2ccc(Cl)cc2)c1	-3	-3	0%	6%	?	?	1%
CC(=O)Nc1ccc(NS(=O)(=O)c2ccc(OC(C)C(=O)N3CCOCC3)cc2)cc1 (configuration not stated)	.	.	7%	.	11%[8.37 µM]	-1%	4%
Cc1noc(-c2ccc(Cl)cc2)c1C(=O)O/N=C(\N)c1ccc(C(C)(C)C)cc1	-3	15	?	-1%	?	?	-5%
COc1ccc(Cl)cc1C(=O)O/N=C(\N)c1ccncc1	10	57*	?	-2%	22µM*	?	5%
CCN1CCN(c2nc(N(C)c3ccccc3)nc(N)c2[N+](=O)[O-])CC1	1	-10	?	2%	?	-11%	-2%
OC1(c2ccc(OC(F)F)cc2)CSC(=Nc2cccnc2)N1C1CC1 (configuration not stated)	4	48	?	5%	32µM*	?	-3%
CC(C)c1ccc(NC(=O)N2CCCC2C(=O)Nc2ccc(-n3cnnn3)cc2)cc1 (configuration not stated)	14	29*	8%	0%	11%	12%	0%
CSc1ccc(/C=N/N2CCN(c3ccccc3)CC2)cc1	-1	17	34%[activator][5.75 µM]	-7%	13%	21%	6%
CC(=O)Nc1ccc(S(=O)(=O)N2CCC(C(N)=O)(N3CCCCC3)CC2)cc1	-2	-7	20%	2%	11%	9%	-2%
O=C(CN1C(=O)NC2(CCCCCC2)C1=O)NCCc1ccccc1	.	.	11%	.	5%	?	2%
Cc1cc(C)c2ccc(/C=N/O)nc2c1O	-3	28	-27%	1%	?	-15%	-4%
CCCCNC(=O)CCn1nc(-c2ccc(Cl)cc2)c2ccccc2c1=O	0	-8	?	-5%	-9%	?	-3%&0%
CCCn1nnnc1NC(=O)CSc1ccc(Cl)cc1	-2	-19	22%	-1%	?	0%	0%
COc1ccccc1Nc1nc(-c2sc(NC(=O)CC(C)C)nc2C)cs1	4	16	1.9µM*	-2%	?	?	-4%
CN(CC(=O)Nc1ccc(F)cc1)C(=O)COC(=O)c1cccc(N(C)C)c1	.	.	299%[activator]	.	-10%	192%[activator]	1%
Cc1[nH]nc2c1C(c1ccc(-c3ccc(Cl)cc3)o1)C(C#N)=C(N)O2 (configuration not stated)	15	20	?	4%	4%	5%	-12%
CCOc1ccc(CCNC(=O)Cn2nc(C)c3c(C)n(-c4ccccc4)nc3c2=O)cc1	-2	-9	?	-1%	?	-5%	-2%

Limited to LmPK inhibitor and Pf growth 48h (2 entries from above):
SMILES | LmPK inhibitor | Pf growth 48h
OC1(c2ccc(OC(F)F)cc2)CSC(=Nc2cccnc2)N1C1CC1 (configuration not stated) | 5% | ?
CC(C)c1ccc(NC(=O)N2CCCC2C(=O)Nc2ccc(-n3cnnn3)cc2)cc1 (configuration not stated) | 0% | 12%

(cont.)
SMILES	Cycloheximide cs	Shiga toxin inh	Pf growth 96h	LmPK inhibitor	HCV inhibitor	Pf growth 48h	TbPYK inhibitor
Cc1cccc2c1N1C(=O)c3c(C(=O)O)cccc3C1CC2C (configuration not stated)	2	11	-38%	-1%	1%	-21%	1%
CC(C)C(=O)N1CCC2(CC1)Oc1ccc(F)cc1C(=O)C21CC(c2ccccc2)=NO1 (configuration not stated)	-3	-6	?	0%	-7%	?	2%
COC(=O)CCCc1nc2ccccc2s1	25	33*	111%[activator]	-6%	16%	-19%	0%
CC(=O)Nc1cc(C)nn1-c1nc(C)cc(C)n1	8	-9	3%	-1%	8%	79%[activator]	3%
Cc1ccc(C(=O)O/N=C(\N)c2ccccn2)c(C)c1	-7	-22	33%[activator]	6.3µM*	?	?	?
Cc1cc(-c2csc3nc[nH]c(=S)c23)cc(C)c1C	-1	-4	?	8%	?	?	-1%
Cc1ccc2cc(/C=N/Nc3nc4ccccc4[nH]3)c(Cl)nc2c1	55*	93*	?	?	1%	0.74µM*	-2%
O=C1c2ccccc2C(O)N1Cc1cccs1 (configuration not stated)	0	14	43%[activator]	9%	20%	0%	1%
Cn1nnnc1Sc1ncnc2scc(-c3ccccc3C(F)(F)F)c12	.	.	7.4µM*	.	.	13µM*	?
O=C(CNC(=O)c1ccccc1C(F)(F)F)N/N=C/c1cccs1	9	-5	27%	4%	0%	22%	0%
COc1ccc(Br)cc1C(=O)Nc1cccc(C)c1	-6	-6	?	-8%	?	.	-14%
CCOC(=O)c1ccc(NC(=O)CSc2nc(SC)ns2)cc1	48*	60*	?	0%	-12%	-19%	1%
COc1ccc(S(=O)(=O)NC(CC(=O)NCCc2ccc(OC)c(OC)c2)c2ccco2)cc1 (configuration not stated)	-2	-6	29%	1%	?	-12%	4%
CCn1c(-c2ccccc2O)n[nH]c1=S	-1	3	18%	-1%	9%	14%	?
Fc1ccc2nc(Nc3nc4c(s3)CCCC4)sc2c1	40*	72*	97%[activator]	2%	?	175%[activator]	-1%
CC(C)Sc1nc2c(c(=O)[nH]1)C(c1cccs1)C1=C(CC(C)(C)CC1=O)N2 (configuration not stated)	-2	-2	?	-1%	-3%	-27%	-3%
COc1ccc(OCCCC(=O)N(C)CC(=O)Nc2c(C)cccc2C)cc1	.	.	50%[activator]	.	4%	-10%	10%
COC(=O)c1cc(NC(=O)CSc2nnc(CN3CCOCC3)n2C)ccc1Cl	-2	-13	0%	-8%	-25%&-20%	-4%	2%
COC(=O)c1cc2ccsc2n1Cc1cc(=O)n2ccccc2n1	28*	74*	48%	2%	-20%	?	-5%
O=C(Nc1ccccc1F)c1ccc(-c2cccc([N+](=O)[O-])c2)o1	22*	63*	?	-5%	-24%	56%[activator]	6%
COc1ccc(NC(=O)C2CCCN2C(=O)NCc2ccccc2)c(OC)c1 (configuration not stated)	-7	-26	-23%	7%	-15%	-6%	-12%
C=CCN1C(=O)C2(C(C(=O)OCC)=C(N)Oc3c2c(=O)oc2ccccc32)c2ccccc21 (configuration not stated)	7	-10	?	4%	7%&4%	-15%	4%
CN1C(=O)/C(=C\c2ccc(OC(=O)c3ccco3)cc2)SC1=S	-1	-5	0%	-6%	-10%	32%[activator]	0%
O=C(NCCNC(=O)c1ccccc1Br)c1ccccc1Br	1	-6	?	8%	-2%	3%	1%
CC1(C)CC(=O)C(C=NCCN2CCN(C(=O)c3ccc(F)cc3)CC2)=C(O)C1	-2	-2	35%[activator]	-9%	14%	22%	-9%
Other results.
SMILES	Cycloheximide cs	Shiga toxin inh	Pf growth 96h	LmPK inhibitor	HCV inhibitor	Pf growth 48h	TbPYK inhibitor
CC(C)CCNC(=O)C1CCC(CNS(=O)(=O)c2cccc3nsnc23)CC1 (configuration not stated)	-1	-9	35%[activator]	-3%	-11%	-11%	0%&0%
COc1ccc(-c2nnc(SC3CCOC3=O)n2C2CCCCC2)cc1OC (configuration not stated)	-4	-12	-12%	13%	7%	.	-18%
Cc1ccc(S(=O)(=O)N2CCCCC2)cc1NC(=O)CCCOc1ccccc1	.	.	?	.	10µM*	?	0%
CN(CCNC(=O)c1ccc(CS(=O)(=O)c2c(Cl)cccc2Cl)o1)CCc1ccccc1	1	-9	18%	-6%	2%	?	1%
O=C(Cc1cccc2ccccc12)OCn1nnc2ccccc2c1=O	0	21	7%	4%	-2%	3%	1%
Cc1cc2nc(-c3ccc(SCC(=O)N4CCc5ccccc54)nc3)[nH]c2cc1C	43*	36	?	-15%	5µM*	?	-4%
CCOc1ccc(-n2c(=O)c3c4c(sc3n(CC(=O)NCc3ccco3)c2=O)CCC4)cc1	-1	0	17%	-4%	9%	10%	-14%
COc1ccc(-c2cc(=O)c3cc(OC)ccc3[nH]2)cc1	61*	94*	67%[activator]	?	-11%	131%[activator]	-25%
CCCn1nc(NC(=O)c2cccs2)c2cc3cccc(C)c3nc21	-2	22	?	-4%	-21%	?	1%
COc1ccc(S(=O)(=O)N2CCN(C(=O)C3CC3)CC2)cc1	2	-6	?	1%	6%	-9%	-2%
COC(=O)c1c(NC(=O)CCN2CCOCC2)sc2c1CCCC2	1	-5	23%	0%	-13%	28%	-5%
O=C(c1sccc1Cl)N1CCN(Cc2ccc3c(c2)OCO3)CC1	10	15	48%[activator]	0%	?	14%	-2%
CCOC(=O)CNC(=O)C(CC(C)C)NC(=O)C1CCCCC1 (configuration not stated)	-4	5	?	1%	4%	.	-14%
C#CCOCCOCCOCCNc1nc(N2CCN(C(=O)CCCCCCCCCCNC(=O)[C@H](CO)n3cc(CCCSC)nn3)CC2)nc(N2CCN(C(=O)CCCCCCCCCCNC(=O)[C@H](CCCCN)n3cc(C[C@@H](C)CC)nn3)CC2)n1	.	.	1.9µM*	.	?	1.3µM*	.
O=C(CN1C(=O)C(=O)N(C2CCCC2)C1=O)NCCc1ccc(Cl)cc1Cl	.	.	14%	.	12%	22%	3%
O=C(NCCC(=O)N1CCN(S(=O)(=O)c2ccccc2F)CC1)Nc1ccccc1	.	.	?	.	-3%	-7%	-1%
CCc1ccc(S(=O)(=O)NCc2csc(-c3cccnc3)n2)s1	5	5	0.74µM*	2%	?	1%	0%
Cc1cc(C)n(-c2nc(NCCN(C)C)c3c4c(sc3n2)CCCC4)n1	8	-6	-2%	0%	?	?	6%
O=C(/C=C/c1ccc(Cl)c([N+](=O)[O-])c1)Nc1cccc(NC(=O)c2ccco2)c1	36*	67*	?	2%	-26%	12µM*	-3%
CC(C)[C@H](Nc1nc(-c2ccccc2)nc2c1oc1ccccc12)C(=O)O	-4	-14	-31%	1%	-2%	?	-4%
CCOc1ccc2c(C)c(C(=O)O)oc2c1OCC	-2	-11	.	-2%	1%	17%	-1%

One compound at a time, from the list above. Screens in order: Cycloheximide cs | Shiga toxin inh | Pf growth 96h | LmPK inhibitor | HCV inhibitor | Pf growth 48h | TbPYK inhibitor
Record of CCCn1nc(NC(=O)c2cccs2)c2cc3cccc(C)c3nc21 → -2 | 22 | ? | -4% | -21% | ? | 1%
Record of CCOC(=O)CNC(=O)C(CC(C)C)NC(=O)C1CCCCC1 (configuration not stated) → -4 | 5 | ? | 1% | 4% | . | -14%
Record of COC(=O)c1c(NC(=O)CCN2CCOCC2)sc2c1CCCC2 → 1 | -5 | 23% | 0% | -13% | 28% | -5%
